From PubChem BioAssay
UHRF1 binding – blocks human UHRF1 binding to methylated DNA; inhibition, % at 4.4 µM; AID 687016; Q96T88; UHRF1 binding to methylated oligo, TR-FRET; 370,000 tested, 0.75% active; in the data active means inhibition above about 21%;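 further: UHRF1 SRA domain binding a hemimethylated CpG hairpin DNA probe; 0% = median of test compound wells and 100% = reference inhibitor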
MBD2 DNA inh – inhibitors of human MBD2 binding to methylated oligonucleotide. TR-FRET. inhibition, % at 4.4 µM. 370,000 tested, 0.31% active. Q9UBB5; in the data active means inhibition above about 13%
LEDGF integ inh – blocks HIV-1 LEDGF/p75-dependent DNA integration; 370,000 tested, 0.64% active; AID 743269; inhibition, % at 3.7 µM; TR-FRET IN-LEDGF/p75 DNA integration, Eu/Cy5;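 active means inhibition above the screen-wide mean plus 3 SD, cut at about 13% in these data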;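 further: signal is the Cy5 over europium emission ratio at 671 and 618 nm; 0% = plate median of compound wells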
PG9 binder – binds the HIV-1 gp120 antibody PG9. TR-FRET gp120-PG9 antibody binding. inhibition, % at 6.7 µM. 360,000 tested, 0.43% active; in the data active means inhibition above about 8.5%
PRMT1 inh – PRMT1 (human) inhibition, primary screen; inhibition, % at 2.79 µM; Q99873; 370,000 tested, 1.3% active; recombinant PRMT1, activity-based probe fluorescence polarization;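 active means inhibition above about 21% made by adding two undisclosed values, limit read from the data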
Target sequence (Q99873 whole entry, looked up): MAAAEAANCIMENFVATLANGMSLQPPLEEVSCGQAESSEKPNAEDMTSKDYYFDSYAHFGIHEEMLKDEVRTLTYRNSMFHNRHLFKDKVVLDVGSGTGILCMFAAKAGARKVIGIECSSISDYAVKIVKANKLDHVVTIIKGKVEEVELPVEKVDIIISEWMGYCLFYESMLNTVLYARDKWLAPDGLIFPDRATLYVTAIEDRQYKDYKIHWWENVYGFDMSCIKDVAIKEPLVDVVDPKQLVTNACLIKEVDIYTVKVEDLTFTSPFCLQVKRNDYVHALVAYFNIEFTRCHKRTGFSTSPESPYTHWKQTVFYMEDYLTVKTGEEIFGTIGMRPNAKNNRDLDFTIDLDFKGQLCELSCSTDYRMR
Rev-erbA mod – modulators of human Rev-erb alpha DNA binding; P20393; Rev-erbα–FITC-DNA binding, fluorescence polarization, 90 min; activity, % at 10 µM; 370,000 tested, 0.79% active;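 active means activity above about 14%, limit read from the data; passing the limit was not always enough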;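 further: 0% = DMSO wells with 35 nM protein and 100% = DMSO wells with 750 nM protein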
rCAG binder – molecules binding r(CAG) RNA repeats | r(CAG) RNA repeat, TO-PRO-1 dye displacement fluorescence | inhibition, % at 3 µM | 370,000 tested, 1.3% active | AID 651821;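 active means inhibition above the plate cutoff, the mean of all test compounds on that plate plus 3 SD, cut at about 35% in these data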;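 further: 0% = DMSO alone and 100% = 100 µM mitoxantrone as full dye displacement; higher means more dye released from RNA so lower well fluorescence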
HTRA1 inhibitor – inhibitors of human serine peptidase HTRA1; Q92743; recombinant HTRA1, FP-rhodamine activity-based probe, fluorescence polarization; inhibition, % at 5.96 µM; 340,000 tested, 0.5% active; AID 504803; in the data active means inhibition above about 36%;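 further: 0% = enzyme with DMSO and 100% = wells lacking enzyme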
Target sequence (Q92743 whole entry, looked up): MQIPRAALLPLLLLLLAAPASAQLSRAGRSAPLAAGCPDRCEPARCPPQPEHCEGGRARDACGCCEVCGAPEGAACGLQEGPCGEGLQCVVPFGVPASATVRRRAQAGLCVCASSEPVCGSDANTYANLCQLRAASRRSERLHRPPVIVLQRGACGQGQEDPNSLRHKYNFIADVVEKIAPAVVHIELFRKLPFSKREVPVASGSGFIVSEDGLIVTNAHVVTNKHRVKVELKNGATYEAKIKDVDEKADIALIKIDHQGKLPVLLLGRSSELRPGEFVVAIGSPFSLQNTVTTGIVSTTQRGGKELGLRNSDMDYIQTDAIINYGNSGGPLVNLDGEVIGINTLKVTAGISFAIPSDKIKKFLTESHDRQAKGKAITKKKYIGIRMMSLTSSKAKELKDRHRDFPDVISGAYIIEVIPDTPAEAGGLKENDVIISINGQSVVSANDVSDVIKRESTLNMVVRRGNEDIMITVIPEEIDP
mABHD4 FP – inhibits mouse alpha/beta hydrolase domain 4; purified mABHD4, FP-Rh probe fluorescence polarization; Q8VD66; AID 720543; 370,000 tested, 0.54% active; inhibition, % at 8.92 µM;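 active means inhibition exceeding the mean over every tested compound plus 3 SD, cut at about 30% in these data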;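 further: 0% = plate median of compound wells and 100% = S159A mutant with DMSO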
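Test system: mouse ABHD4 enzyme, wild type. Reagent: FP-Rh fluorescent activity-based probe, added after compound pre-incubation. Timing: pre-incubation 45 min, probe exposure 60 min, at 25 °C. Technique: FP readout, ex 525 nm / em 598 nm. Benchmarks: high control S159A mutant with DMSO, low control median of compound wells.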
TCR-CD3 inh – human TCR-CD3 binding inhibition; TAMRA-labeled TCR probe fluorescence, biochemical; inhibition, % at 9.4 µM; 360,000 tested, 0.37% active; in the data active means inhibition above about 19%;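 further: recombinant mutant TCR 2C K166C tagged with TAMRA read by polarization; 0% = receptor in buffer alone and 100% = receptor with positive control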
* marks the source's active call; other numbers are inactive results; x = not tested or not shown.

SMILES | UHRF1 binding | MBD2 DNA inh | LEDGF integ inh | PG9 binder | PRMT1 inh | Rev-erbA mod | rCAG binder | HTRA1 inhibitor | mABHD4 FP | TCR-CD3 inh
CC(=O)c1cccc(NC(=S)NC(=O)c2cccc(C)c2)c1 | -2 | 2 | 2 | -0.3 | -1 | 4 | 6 | -12 | -1 | -3
CC(C)CCNC(=O)C1CCC(CNc2c(N3CCCC3)c(=O)c2=O)CC1 (stereo not drawn) | -2 | 2 | -1 | -2.0 | -6 | 5 | -4 | 2 | -4 | -4
Cc1ccccc1/C=C\c1nc2ccccc2c(=O)[nH]1 | 1 | -6 | 4 | -2.9 | -3 | -2 | 3 | -4 | 2 | 3
O=C(NCc1ccccc1)c1cc(C2CCCCN2S(=O)(=O)c2cccs2)on1 (stereo not drawn) | 1 | 2 | 1 | 0.8 | -2 | 6 | 1 | x | 0 | 1
CC(C)c1ccc(NC(=O)C2CC(=O)Nc3nc4ccccc4n32)cc1 (stereo not drawn) | 1 | -2 | 1 | -0.4 | -1 | 2 | 1 | 0 | -2 | 1
CC(C)(C)OC(=O)NCCc1nnc(SCc2c(Cl)cccc2Cl)o1 | 1 | 3 | 0 | 0.2 | 3 | 4 | -6 | -10 | -3 | 1
CCCc1nc2ccccc2n1CCOc1ccccc1 | 1 | 2 | -1 | 0.6 | 2 | 0 | -4 | -14 | 2 | -6
NC(=O)c1ccc(C(=O)N/N=C/c2cccc(Oc3ccccc3)c2)cc1 | 0 | -2 | 0 | 2.5 | 3 | -3 | 0 | -9 | -10 | -9
O=C(NCc1ccccc1)C1c2ccccc2Oc2ccccc21 | 1 | -2 | 4 | -2.2 | -9 | 4 | 1 | -7 | -10 | -4
C[C@H](CO)N1C[C@H](C)[C@H](CN(C)C(=O)Cc2cccnc2)Oc2ncc(Br)cc2C1=O | -2 | 3 | 1 | 0.9 | -3 | -4 | 0 | 1 | 3 | 1
CCC(C)c1ccccc1N1CC(C(=O)N2CCN(S(=O)(=O)c3cccc([N+](=O)[O-])c3)CC2)CC1=O (stereo not drawn) | -1 | 1 | 1 | -1.4 | -1 | -5 | -3 | 0 | 2 | -1
O=C(CSc1ncnc2c1oc1ccccc12)NCC1CCCO1 (stereo not drawn) | 13 | 0 | 2 | -1.4 | -1 | -3 | 0 | 3 | -2 | 4
CCN(CC(=O)Nc1ccc(OC)cc1)C(=O)c1cc(-c2cccs2)nn1-c1ccccc1 | 3 | 2 | 0 | -0.8 | -5 | -4 | -5 | -3 | -3 | -4
CCc1ccc(NC(=O)CN2C(=O)C(=O)N(Cc3ccccc3)C2=O)cc1 | 0 | -4 | 0 | 0.4 | -3 | 1 | 1 | x | -1 | 4
Cc1ccc(S(=O)(=O)Nc2nc3ccccc3nc2NCC2CCCO2)cc1C (stereo not drawn) | 0 | -2 | -3 | -0.9 | 2 | -9 | 42* | 4 | 7 | -2
C=CCNC(=O)NC(=O)CN1C(=O)NC(c2ccccc2)(c2ccccc2)C1=O | 0 | 3 | -1 | 0.0 | 5 | 1 | 2 | -11 | -5 | 3
Cn1c(=NC(=O)CS(=O)(=O)c2ccccc2)sc2ccccc21 | -1 | -2 | 2 | 0.0 | 0 | 0 | 1 | -1 | 2 | 7
O=C(Nc1ccc(F)cc1)c1cccnc1Oc1ccccc1 | 0 | -4 | 2 | -1.9 | -4 | 1 | -3 | -15 | -4 | 0
Cc1csc(C(C#N)C(=O)c2ccncc2)n1 (stereo not drawn) | 1 | -2 | -5 | -2.3 | 5 | -4 | 3 | 2 | 7 | 0
COc1ccc(C(=O)NC2CCN(C(=S)Nc3cccc(C)c3)CC2)cc1 | 1 | 1 | -1 | -0.8 | 1 | -1 | 0 | 6 | -6 | 5
COc1ccc(C(=O)Nc2cccc(OC)c2)cc1 | 0 | 5 | -3 | 1.9 | 1 | 0 | -3 | 3 | 1 | -5
O=C(NCc1ccccn1)C(=O)NCC1OCCN1S(=O)(=O)c1ccc(F)cc1 (stereo not drawn) | -2 | -1 | 1 | -2.5 | -4 | -10 | 3 | 4 | 0 | 0
O=C(CC1(O)C(=O)Nc2cc(Cl)cc(Cl)c21)c1ccncc1 (stereo not drawn) | 16 | 1 | 0 | -2.6 | 0 | -2 | -1 | -1 | -4 | 5
CCN(CC)C(=O)C1CCN(Cc2ccc(Br)cc2)CC1 | -1 | -5 | 5 | -2.1 | 0 | -1 | -7 | 7 | 10 | 5
CCOC(=O)C1CCN(C(=O)c2cn(CCOC)c(=O)c3c2c2ccccc2n3C)CC1 | 2 | -2 | 4 | 1.7 | -2 | 5 | -4 | -2 | -1 | -7
CC(=O)c1ccn(S(=O)(=O)c2ccc(Cl)cc2)c1 | -3 | 4 | 1 | 0.6 | -3 | 1 | 3 | 4 | 2 | 0
COc1ccc(-c2nc3ccccc3o2)cc1NC(=O)c1ccc(Br)o1 | 13 | 0 | 4 | -19 | -1 | -11 | 4 | -12 | 1 | 3
O=C(Nc1ccc(SC(F)F)cc1)C1=CC=CN2CCS(=O)(=O)N=C12 | -1 | -2 | 1 | 1.4 | 4 | -3 | 2 | -4 | 0 | -6
O=C(Nn1c(=O)[nH]c2ccsc2c1=O)c1ccccc1 | 1 | 7 | -1 | 2.3 | 5 | 4 | 0 | -5 | 6 | 0
CC(C)(C)[C@H]1COC(=O)[C@H](NC(=O)OCC2c3ccccc3-c3ccccc32)C/C=C\C[C@@H](CC(=O)N[C@H](CO)Cc2ccccc2)C(=O)N1 | -2 | -1 | 0 | -0.1 | -2 | 1 | -1 | -5 | -1 | -1
O=C(CC(O)c1ccncc1)c1ccccc1O (stereo not drawn) | 2 | -6 | 2 | 1.6 | 2 | -1 | 1 | -2 | 3 | -4
C[C@H](NC(=O)c1ccccc1)C(=O)N1CCC2(CC1)NCCc1[nH]cnc12 | -2 | 0 | 1 | -1.4 | 0 | 5 | 0 | 0 | -2 | 4
CCOC(=O)CN1C(=O)N[C@@H](c2cccc(C(F)(F)F)c2)[C@@H](C(=O)OC)[C@H]1C | -4 | 3 | 4 | -0.3 | -3 | -4 | -4 | 9 | 0 | 8
CCOc1ccccc1OCC(=O)Nc1cccc(S(=O)(=O)N2CCCCCC2)c1 | 2 | 2 | -5 | 1.2 | 1 | -4 | 2 | -40 | -15 | -2
O=C(CCN1C(=O)C2C3CCC(C3)C2C1=O)OCC(=O)c1ccccc1 (stereo not drawn) | -2 | -3 | 1 | 1.8 | -2 | -3 | -6 | 3 | 4 | -10
O=C(c1cc(-c2ccc(Cl)cc2)on1)N1CCOCC1 | 0 | -2 | 0 | -2.6 | 0 | -1 | -3 | 1 | 0 | 5
Cc1ccccc1SCc1noc(C(=O)NC(C)C)c1C(=O)O | 0 | 4 | 0 | -1.0 | 1 | 3 | 6 | 1 | -2 | -1
COC(C/C=C/C(=O)[C@@H](C)OCc1ccccc1)OC | 5 | -3 | 2 | 1.6 | 2 | -4 | 1 | -1 | -5 | -2
Cn1nnnc1SCC(=O)Nc1ccc(C(=O)N2CCN(Cc3ccccc3F)CC2)cc1 | -1 | 2 | -1 | 0.0 | -1 | -6 | 2 | -4 | 5 | 4
CCN(CC)C(=O)Cn1c(=O)n(CCCCCC(=O)Nc2ccccc2)c(=O)c2sccc21 | 2 | 1 | 0 | -0.2 | -1 | 1 | -5 | 2 | 8 | -7

Profiles, quoted from the list.
`O=C(c1cc(-c2ccc(Cl)cc2)on1)N1CCOCC1` in the list: UHRF1 binding = 0; MBD2 DNA inh = -2; LEDGF integ inh = 0; PG9 binder = -2.6; PRMT1 inh = 0; Rev-erbA mod = -1; rCAG binder = -3; HTRA1 inhibitor = 1; mABHD4 FP = 0; TCR-CD3 inh = 5
`CCOc1ccccc1OCC(=O)Nc1cccc(S(=O)(=O)N2CCCCCC2)c1` in the list: UHRF1 binding = 2; MBD2 DNA inh = 2; LEDGF integ inh = -5; PG9 binder = 1.2; PRMT1 inh = 1; Rev-erbA mod = -4; rCAG binder = 2; HTRA1 inhibitor = -40; mABHD4 FP = -15; TCR-CD3 inh = -2

Continued.
SMILES | UHRF1 binding | MBD2 DNA inh | LEDGF integ inh | PG9 binder | PRMT1 inh | Rev-erbA mod | rCAG binder | HTRA1 inhibitor | mABHD4 FP | TCR-CD3 inh
O=C1CSC(c2ccccc2)N1c1ccc(F)cc1F (stereo not drawn) | 0 | -5 | 0 | 0.3 | -5 | -2 | -3 | 11 | 0 | 6
O=C(Nn1c(-c2ccncc2)nc2ccccc2c1=O)c1ccc([N+](=O)[O-])cc1Cl | 1 | 5 | 4 | -0.1 | 4 | -2 | 1 | 12 | -8 | -1
O=C(NCc1ccccn1)C(=O)NCC1OCCN1C(=O)c1ccc(Cl)cc1 (stereo not drawn) | 1 | -3 | -6 | 0.4 | -1 | -4 | -2 | 2 | -1 | -2
CC1(Cc2ccc(Cl)cc2)C(=O)Nc2c(Cl)ccc(Cl)c21 (stereo not drawn) | 0 | 0 | -4 | -0.8 | -1 | 3 | 1 | x | -14 | -4
O=C(Cc1ccccc1)Nc1ccccc1C(=O)N1CCCCC1 | 4 | 1 | -2 | -1.2 | 4 | -4 | -7 | 2 | 4 | 0
O=c1[nH]c(SCCc2ccccc2)nc2c1CCC2 | 2 | 2 | 5 | 0.2 | -3 | 1 | 1 | x | 6 | -4
Cc1ccc(-c2nn(-c3cc(N4CCNCC4)ccc3[N+](=O)[O-])c(=O)c3ccccc23)cc1 | -4 | 2 | 0 | 0.4 | -2 | 2 | 19 | -4 | -5 | 7
COC(=O)Nc1ccc(S(=O)(=O)N2CCC(C(=O)NCc3ccc4c(c3)OCO4)CC2)cc1 | 0 | 8 | 0 | 2.2 | 3 | -1 | 2 | -3 | 4 | 2
CCOc1ccccc1NC(=S)NCCc1ccc(F)cc1 | -2 | 3 | -1 | -0.6 | 1 | 1 | -1 | -6 | -9 | 2
COc1ccccc1NC(=O)CN1CCOCC1 | -1 | -1 | 1 | -1.9 | -5 | 2 | -1 | 1 | -3 | 5
O=C1Cc2ccccc2C(=O)N1c1ccc(F)cc1Cl | 37* | 13 | 11 | -2.4 | -1 | -1 | 18 | 3 | -1 | -4
O=C(NC1C(=O)NNC1c1ccc(Cl)cc1)c1ccc(F)cc1 (stereo not drawn) | -6 | -2 | 0 | -2.5 | 0 | 3 | 5 | -5 | -4 | -5
CCCC1CCC(=NNS(=O)(=O)c2ccc(C)c([N+](=O)[O-])c2)CC1 (stereo not drawn) | 2 | -1 | 2 | -3.3 | 2 | 3 | 4 | -3 | 4 | 4
O=C(CCCOc1ccccc1)Nc1nncs1 | -4 | -4 | -2 | 1.5 | 4 | -4 | 2 | 3 | -4 | 2
CC(=O)c1nc(N2C(=O)C3CC=C(C)CC3C2=O)sc1C (stereo not drawn) | -1 | -2 | 5 | -0.6 | 1 | -3 | 6 | 5 | -4 | 4
COc1cc(C(=O)N2CCN(S(=O)(=O)c3cc(C)ccc3C)CC2)ccc1OCC(=O)N1CCOCC1 | 0 | -3 | 1 | 1.1 | 0 | 5 | -1 | 7 | 3 | 1
O=C(COc1ccc(Br)cc1)Nc1cc(S(=O)(=O)N2CCCCC2)ccc1N1CCCCC1 | -4 | 2 | -1 | -0.7 | -4 | 1 | -1 | -4 | -9 | -2
CC1(C)C2CC[C@]3(C)C(CC=C4[C@@H]5C[C@@](C)(CO)CC[C@]5(C(=O)O)CC[C@]43C)[C@@]2(C)CC[C@@H]1O (stereo partly drawn) | 0 | 1 | -2 | 0.1 | 4 | 0 | 4 | x | 0 | -3
O=c1[nH]c(O)c(/C=C2\C=Nc3ccccc32)[nH]1 | -3 | -3 | -5 | -19 | 2 | -3 | 2 | 10 | 2 | 4

A portion of the library; rates above refer to the full screens.
